KCNQ2 inh: KCNQ2 potassium channel inhibitors, primary screen, cell-based, CHO-K1, FluxOR thallium flux, B-score (AID 2156); 310,000 compounds, 1.1% hits; 20 min; active compounds read low; B-score at 10 µM; O88943;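 active means fluorescence ratio B-score at most minus 3 library SDs, with starting brightness B-score within 2 library SDs, cut at about -5.5 in these data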
Target sequence (O88943 whole entry, looked up): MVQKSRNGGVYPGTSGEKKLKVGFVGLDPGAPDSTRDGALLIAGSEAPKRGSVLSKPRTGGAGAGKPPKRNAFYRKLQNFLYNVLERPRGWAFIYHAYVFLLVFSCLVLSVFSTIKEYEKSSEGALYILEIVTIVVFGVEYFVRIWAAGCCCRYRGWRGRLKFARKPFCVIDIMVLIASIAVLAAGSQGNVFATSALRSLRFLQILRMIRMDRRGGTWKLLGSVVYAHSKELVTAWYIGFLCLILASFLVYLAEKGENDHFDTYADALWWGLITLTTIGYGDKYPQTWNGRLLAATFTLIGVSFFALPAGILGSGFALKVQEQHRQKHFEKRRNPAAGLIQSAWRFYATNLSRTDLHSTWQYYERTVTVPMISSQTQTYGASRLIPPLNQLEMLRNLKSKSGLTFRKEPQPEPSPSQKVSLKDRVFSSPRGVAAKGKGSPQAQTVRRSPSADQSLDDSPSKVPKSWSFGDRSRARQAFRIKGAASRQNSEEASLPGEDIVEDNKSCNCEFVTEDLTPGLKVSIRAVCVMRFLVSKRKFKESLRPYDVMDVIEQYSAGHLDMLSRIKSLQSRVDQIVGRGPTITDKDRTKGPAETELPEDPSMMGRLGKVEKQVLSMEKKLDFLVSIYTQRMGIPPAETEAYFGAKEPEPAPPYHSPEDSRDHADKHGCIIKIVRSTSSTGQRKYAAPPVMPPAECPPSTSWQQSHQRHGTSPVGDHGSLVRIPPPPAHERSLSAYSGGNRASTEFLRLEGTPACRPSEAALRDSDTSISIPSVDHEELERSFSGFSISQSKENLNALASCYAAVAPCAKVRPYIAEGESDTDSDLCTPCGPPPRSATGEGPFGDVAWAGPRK
Kir21 block: inhibitors of mouse Kir2.1 inward-rectifier potassium channel; AID 1672; HEK293-Kir2.1, FluxOR thallium flux fluorescence; active compounds read low; B-score at 10 µM; P35561; 310,000 compounds, 0.85% hits;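 active means fluorescence ratio B-score at or below minus 3 SD of library scores, with starting-brightness B-score within 2 SD, cut at about -4.2 in these data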;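 further: channel flux triggered by added potassium and thallium sulfate stimulus; B-score of peak minus minimum fluorescence over baseline after thallium stimulus; more negative B-score means stronger Kir2.1 block with less thallium influx; some compounds called inactive have numbers as strong as hits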
Active calls of the source: *; i = inactive. Compounds were not picked by outcome, and some 1.8% of all compounds hit somewhere here.

Screens in order – KCNQ2 inh	Kir21 block
> Cc1cccc(NS(=O)(=O)c2cccc(C(=O)NCC(C)(C)N3CCOCC3)c2)c1
→ i	0.32
> C=CCn1c(-c2cc(Cl)ccc2OC)n[nH]c1=S
→ i	-1.9
> NNC(=O)COc1cccc(Oc2ccccc2)c1
→ i	-0.15
> O=C(c1nc2ccccn2c1CNCCCn1ncc2ccccc21)N1CCCC1
→ i	1.1
> Cc1cc2oc(C(=O)Nc3ccc(S(N)(=O)=O)cc3)c(C)c2cc1Cl
→ i	-2.3
> CC/C(=C\C(=O)c1ccncc1)Nc1ccc(O)cc1
→ i	1.2
> COc1ccc(-n2c(CCC(=O)O)ccc2-c2ccccc2)cc1
→ i	1.8
> O=C(CCN1CCCCC1)NNC(=S)NC(=O)c1ccc(Br)cc1
→ i	-0.57
> COc1cc(Nc2cc(C)nc3ncnn23)cc(OC)c1OC
→ i	1.3
> CCOC(=O)C1CCCN(CC(=O)c2ccc(F)cc2)C1 (stereo not given)
→ i	0.28
> O=C(NC1CCCCC1)NC1CCN(CC(=O)N2CCOCC2)CC1
→ i	1.2
> CCS(=O)(=O)N1Cc2ccccc2CC1C(=O)Nc1ccccc1OC (stereo not given)
→ i	1.4
> CC(Nc1c([N+](=O)[O-])c(=O)oc2ccccc12)C(Cl)c1ccccc1 (stereo not given)
→ i	-0.49
> CCC(NC(=O)c1oc2ccccc2c1COC)c1ccc(OC)cc1 (stereo not given)
→ i	-5.7*
> OCCCc1cn(Cc2ccccc2)c2ccccc12
→ i	1.4

Entries of single compounds as entered above. Order of screens: KCNQ2 inh	Kir21 block
Record of `CCOC(=O)C1CCCN(CC(=O)c2ccc(F)cc2)C1` (stereo not given) = i	0.28
Record of `COc1cc(Nc2cc(C)nc3ncnn23)cc(OC)c1OC` = i	1.3

(list continues)
Screens in order – KCNQ2 inh	Kir21 block
> CC(NC(=O)C(C)N1C(=O)c2cccc([N+](=O)[O-])c2C1=O)c1ccccc1 (stereo not given)
→ i	0.01
> COCc1c(C(=O)N/N=C\c2cccnc2)nnn1-c1nonc1N
→ i	0.05
> COc1ccc(-c2nn(-c3ccccc3)cc2/C=C2/SC(=S)N(CCCC(=O)O)C2=O)c(C)c1
→ i	0.15
> O=C(O)CN(c1ccccc1)C1SC(=O)NC1=O (stereo not given)
→ i	0.42
> O=C(NCc1ccc2c(c1)OCO2)C(=O)NCC1OCCN1S(=O)(=O)c1ccc(Br)cc1 (stereo not given)
→ i	-0.56
> Cc1ccc(-n2c(-c3ccccc3)c[nH]c2=S)cc1
→ i	-1.9
> CC(Oc1ccc(Cl)cc1Cl)C(=O)Nc1ccc(N2CCN(C)CC2)cc1 (stereo not given)
→ i	0.38
> CC1=C(C#N)C(c2cn(-c3ccccc3)nc2-c2cccs2)C(C#N)=C(C)N1
→ i	0.66
> N#C/C(=C\c1c(N2CCN(c3ccccc3)CC2)nc2ccccn2c1=O)S(=O)(=O)c1ccccc1
→ i	0.37
> O=C(c1cc2cc(F)ccc2[nH]1)N1CCN(C(=O)c2ccco2)CC1
→ i	0
> Cc1cc(NC(=O)C2C3C(=O)N(CC4CCCO4)C(C(=O)NC(C)(C)C)C34C=CC2(C)O4)no1 (stereo not given)
→ i	0.46
> CCn1cnc2sc(C(=O)Nc3ccc4c(c3)OCO4)c(C)c2c1=O
→ i	0.16
> CCCN(CCC)c1nc(-c2ccccn2)nc2ccccc12
→ i	-1.8
> Cc1cc(NC(=O)CSc2nc(CC(C)(C)C)nc3c2c(=O)n(C)c(=O)n3C)no1
→ i	3.6
> COc1cc(C(=S)N2CCOCC2)ccc1OC(=O)c1ccccc1
→ i	-5.1*
> COc1cccc(N(CC(=O)NC(C)c2ccccc2)S(C)(=O)=O)c1 (stereo not given)
→ i	-0.01
> CCCOC(=O)C1=C(C)NC2=C(C(=O)C(C(=O)OC)C(C)C2)C1c1ccc(N(C)C)cc1 (stereo not given)
→ i	1.1
> Cc1cc(C)cc(C(=O)N2CCN=C2SCc2ccc([N+](=O)[O-])cc2)c1
→ i	0.03
> CCOc1cc(C2NC(=O)NC(C)=C2C(=O)OC(C)CC)cc(Br)c1O (stereo not given)
→ i	-0.78
> c1ccc(CSc2ccc(-c3cccnc3)nn2)nc1
→ i	0.93
> CC(=O)NC1C(=O)SC1(C)C (stereo not given)
→ i	-1.6
> CCOC(=O)c1c(NC(=O)C2C3C=CC(C3)C2C(=O)O)sc2c1CC(C)(C)OC2 (stereo not given)
→ i	0.58
> CCc1ccc(Nc2n[n+](-c3ccccc3)c(-c3ccc(OC)c(Br)c3)s2)cc1
→ i	0.44
> Cc1ccc(C2C(C#N)=C(N)Oc3c2sc2ccccc32)o1 (stereo not given)
→ i	-1.4
> CC(=O)c1cccc(NC(=S)NC(=O)Cc2ccccc2)c1
→ i	0.19
> COc1ccc(CCNC(=O)C(=O)NCCOc2ccccc2)cc1OC
→ i	2.3
> Cn1ncnc1SCc1cn2cccnc2n1
→ i	-1.6
> CCc1ccc(C(C)NC(=O)/C(C#N)=C\c2cn[nH]c2-c2ccccc2)cc1 (stereo not given)
→ -9.1*	-1.1
> CC(=O)OCC12COC3c4ccccc4OC(C)(CC1C)C3C2C (stereo not given)
→ i	0.4
> O=C(C[n+]1cc2ccccc2c2ccccc21)c1ccccc1
→ i	1.1
> COc1ccccc1NC(=O)COC(=O)c1ccc(S(=O)(=O)NCc2ccco2)cc1
→ i	-0.53
> OCc1ccccc1OCCCOc1cccc2cccnc12
→ i	0.54
> O=C(CN1CCNCC1)Nc1ccccc1Cl
→ i	0.91
> Cc1ccc(C(C(=O)NC(C)(C)C)N(C(=O)c2csnn2)C2CC2)cc1 (stereo not given)
→ i	0.47
> CC(C)CCN(CC(=O)NC(C)(C)C)C(=O)C(=O)Nc1ccc2c(c1)OCCO2
→ i	-2
> CCN(CC)C(=O)CSC1=Nc2ccccc2C2=NC(c3ccccc3)C(=O)N12 (stereo not given)
→ i	-1.1
> O=C(CCn1nnc2ccccc21)Nc1nnc(Cc2ccc(F)cc2)s1
→ i	1.5
> Cc1ccc(-c2nnc(-c3ccccc3)o2)cc1Br
→ i	0.81
> Cc1ccc(/C=N/NC(=S)NCCc2ccccc2)s1
→ i	-1
> Cc1ccc(NC(=O)NN2CCOCC2)cc1
→ i	0.02
> Cc1ncc([N+](=O)[O-])n1CC(=O)NCCc1ccccc1
→ i	-0.42
> Cc1ccccc1OCC(=O)NNC(=O)Nc1ccc(Cl)cc1
→ i	1.1
> CC(=O)Nc1ccc(NC(=O)CCC(=O)OCC(=O)c2cccc([N+](=O)[O-])c2)cc1
→ i	-0.01
> COc1ccc(CNC(=O)C(C#N)c2nc3ccccc3nc2N2CCN(C)CC2)cc1 (stereo not given)
→ i	0.43
> O=C(CN1CCN(Cc2ccccc2)CC1)Nc1ccc(-n2cnnn2)cc1
→ i	0.44
> O=C(CN1C(=O)CCSc2ccccc21)Nc1cccc(F)c1
→ i	1.6
> CCOC(=O)N1CCN(C(=O)c2ccc(N3CC4CC(C3)c3cccc(=O)n3C4)c(NC(=O)c3ccc(F)cc3)c2)CC1 (stereo not given)
→ i	-1.4
> NS(=O)(=O)c1ccc(CCNc2nc(CN3CCOCC3)nc3sc4c(c23)CCC4)cc1
→ i	0.4
> CCCc1cnc(N2CCN(C(=O)c3ccc(OC)cc3)CC2)nc1
→ i	-1.1
> O=C(Nc1cccc(F)c1)N1CCC(c2ccccc2)CC1
→ i	2
> CC(=O)c1ccc(NC(=O)Cn2cnc(S(=O)(=O)N3CCc4ccccc43)c2)cc1
→ i	-2.2
> COc1cccc(N/C=C/C(=O)c2ccc(OC)c(OC)c2)c1
→ i	-0.05
> Cc1cc(C)n2nc(SCCCC(=O)c3ccc(F)cc3)nc2n1
→ i	-0.39
> COc1ccc(NC(=O)Nc2sc(=S)n(C)c2C)cc1
→ i	-0.25
> COc1ccc(CC(=O)Nc2ccccc2NC(=O)c2ccco2)cc1OC
→ i	-0.82
> Cn1c(=O)c2c(nc(SCc3ccc(F)cc3)n2C)n(C)c1=O
→ i	0.04
> COc1ccc(CNC(=O)Cn2cccc2C(=O)c2ccccc2C)cc1
→ i	0.11
> CCOC(=O)C1CCN(C(=O)C2CCCN2S(=O)(=O)c2ccc(Cl)cc2)CC1 (stereo not given)
→ i	1.4
> COc1ccc(C)cc1NC(=O)NNC(=O)c1ccoc1C
→ i	-1.7
> Cc1ncsc1CCC(=O)N1CCCC(Nc2ccc(C(C)C)cc2)C1 (stereo not given)
→ i	-0.55

Further compounds:
compound,KCNQ2 inh,Kir21 block
C#Cc1cccc(C(=O)N2CCCC(C(=O)c3ccc(OC)cc3C)C2)c1 (stereo not given),i,-4.3*
NS(=O)(=O)c1ccc(NC(=O)c2cc(Cl)ccc2Cl)cc1,i,-2.1
CCOC(=O)c1ccc(NC(=O)Cn2c(=O)oc3ccccc32)cc1,i,-0.32
CCOC(=O)C1(Cc2ccccc2)NC(c2ccccc2F)C2C(=O)N(CC)C(=O)C21 (stereo not given),i,0.97
CCCNC(=O)NC(=O)COC(=O)CNS(=O)(=O)/C=C/c1ccccc1,i,-0.82
COc1cc(CN2CCC(n3nccc3NC(=O)c3ccccc3OC)CC2)ccc1F,i,1.5
CC(NC(=O)COC(=O)C1CCC1)c1ccccc1 (stereo not given),i,-1.5
Nc1nonc1-n1nnc(C(=O)N/N=C/c2cccc(F)c2)c1CN1CCCCCC1,i,1.2
Cc1c(N2C(=O)C(=O)/C(=C(/O)c3ccc(Cl)cc3)C2c2ccccc2)c(=O)n(-c2ccccc2)n1C (stereo not given),i,-0.02
c1ccc2[nH]c(CN3CCCCCC3)nc2c1,i,1.4
COc1ccc(CCNC/C=C/c2ccccc2)cc1,i,-8.4*
COc1ccc(C(=S)N(C)C)cc1OC,i,-0.86
Cc1ccc(-n2c(=O)c3sccc3n(Cc3cc(=O)n4ccccc4n3)c2=O)cc1,i,1.8
Cc1c(NC(=O)Nc2ccc(C(C)C)cc2)c(=O)n(-c2ccccc2)n1C,i,-0.06
CC(CC(=O)NC1CCSC1=O)c1ccccc1 (stereo not given),i,-2.1
Cc1ccc(S(=O)(=O)Nc2ccc(S(=O)(=O)Nc3cc(C)nc(C)n3)cc2)cc1,i,-1.3
C#CCNc1ccc(C(=O)OCC)cc1,i,0.8
O=C(Nc1cc(Cl)cc(Cl)c1)c1cnn2cccnc12,i,-0.95
O=C(Cc1ccc(Cl)cc1)Nc1cc(S(=O)(=O)N2CCOCC2)ccc1N1CCCC1,i,-0.76
O=C(NCC1CCCO1)c1ccc(COc2ccccc2)cc1 (stereo not given),i,-0.12
Cc1c(Br)c(=O)oc2c(Br)c(O)ccc12,i,0.03
Cn1c(=O)cc(SCC(=O)N2CCN(c3ccccc3)CC2)c2ccccc21,i,-0.51
Cc1nn(-c2ccccc2)c(C)c1C(=O)Oc1ccccc1,i,-1.5
CC(=O)Nc1ccc(NC(=O)[C@@H]2CCCN2S(=O)(=O)c2ccc3c(c2)OCCO3)cc1,i,1.5
Cc1cccn2c(=O)c(C=O)c(Nc3ccc(S(N)(=O)=O)cc3)nc12,i,-0.02
CCOc1ccc(NC(=O)CN(C)C(=O)C2CCCC2)cc1OCC,i,-0.81
COc1ccc(CCNC(=O)CSc2nnc(Cc3cccn3C)n2C)cc1OC,i,0.57
CSc1ccc(S(=O)(=O)Nc2ccc(OCC(=O)N3CCOCC3)cc2)cc1,i,-0.02
Cc1ccc(C(=O)Cc2nc3ccccc3[nH]2)cc1,i,2.1
Cc1ccc(C(=O)Nc2ncccc2O)o1,i,0.02
CCOC(=O)c1cnc(SC)nc1Oc1cccc(NS(=O)(=O)c2ccccc2)c1,i,1.7
CC(C)(C)NC(=O)CSc1nncn1-c1ccccc1,i,0.5
C=CCn1c(SCC(=O)N2CCc3ccccc3C2)nc2ccccc2c1=O,i,-3.5
COc1nc(N=C(N)N)nc2c(C)cccc12,i,2.5
Cc1ccccc1Nc1c([N+](=O)[O-])ccc2nonc12,i,1.1
O=C(NNc1ccccc1C(F)(F)F)c1cccs1,i,1.1
O=C(NCCc1ccccc1)C1CCCN(S(=O)(=O)c2cccnc2)C1 (stereo not given),i,-0.39
Cc1ccc(O)c(NC(=O)C2CC(c3cccc(Br)c3)=NO2)c1 (stereo not given),i,-0.94
O=S(=O)(NCCS(=O)(=O)N1CCN(c2ccccc2)CC1)c1ccccc1,i,-1.2
CCN(CC)S(=O)(=O)c1ccc(N/N=C/c2cccnc2)nc1,i,0.41
Cc1nnc(SCC(=O)O)s1,i,-1.1
O=C(O)c1ccc(N2CCN(c3ccc(Cl)cc3)CC2)c([N+](=O)[O-])c1,i,0.22
Cc1c(/C(O)=C2/C(=O)C(=O)N(CCN3CCOCC3)C2c2cccnc2)cnn1-c1ccccc1 (stereo not given),i,0.05
NC(=O)/C=C/C(=O)Nc1ccc(Cl)cc1,i,0.72
O=C(NCCNc1ccc([N+](=O)[O-])cc1)c1ccccc1Br,i,-1.4
C=CCNC(=O)C1CC(=O)N(c2ccc(OCc3ccc(F)cc3)cc2)C1 (stereo not given),i,2.2

Copied from the list.
NC(=O)/C=C/C(=O)Nc1ccc(Cl)cc1 | Kir21 block: 0.72
CC(C)(C)NC(=O)CSc1nncn1-c1ccccc1 | Kir21 block: 0.5
CCN(CC)S(=O)(=O)c1ccc(N/N=C/c2cccnc2)nc1 | Kir21 block: 0.41

Entries shown so far with a tert-butyl group (five):
compound,KCNQ2 inh,Kir21 block
Cc1cc(NC(=O)C2C3C(=O)N(CC4CCCO4)C(C(=O)NC(C)(C)C)C34C=CC2(C)O4)no1 (stereo not given),i,0.46
Cc1cc(NC(=O)CSc2nc(CC(C)(C)C)nc3c2c(=O)n(C)c(=O)n3C)no1,i,3.6
Cc1ccc(C(C(=O)NC(C)(C)C)N(C(=O)c2csnn2)C2CC2)cc1 (stereo not given),i,0.47
CC(C)CCN(CC(=O)NC(C)(C)C)C(=O)C(=O)Nc1ccc2c(c1)OCCO2,i,-2
CC(C)(C)NC(=O)CSc1nncn1-c1ccccc1,i,0.5

Assay outcomes as filed in PubChem BioAssay.
